ASAP1 GAP inh: inhibitors of human ASAP1 ArfGAP activity; ASAP1-stimulated ARF1 GTP hydrolysis, GDP FP detection; inhibition, % at 16.5 µM; 0.19% of 360,000 active; AID 624377; in the data active means inhibition above about 25%;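 further: 0% = vehicle with enzyme and substrate and 100% = no enzyme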
Target sequence (Q9ULH1 325-724 limits assumed): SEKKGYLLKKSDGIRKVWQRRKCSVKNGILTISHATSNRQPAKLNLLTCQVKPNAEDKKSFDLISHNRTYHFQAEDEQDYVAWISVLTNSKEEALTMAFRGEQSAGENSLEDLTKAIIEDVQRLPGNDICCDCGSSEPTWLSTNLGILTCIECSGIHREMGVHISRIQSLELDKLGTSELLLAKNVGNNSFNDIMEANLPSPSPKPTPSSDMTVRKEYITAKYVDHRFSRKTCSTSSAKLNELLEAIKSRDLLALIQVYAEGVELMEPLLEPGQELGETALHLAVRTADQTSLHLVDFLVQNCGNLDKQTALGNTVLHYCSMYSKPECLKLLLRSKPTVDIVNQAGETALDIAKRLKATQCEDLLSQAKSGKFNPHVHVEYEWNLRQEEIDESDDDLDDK
proKLK7 act: activators of human kallikrein-7 zymogen; activation, % at 7 µM; P49862; 0.9% of 370,000 active; purified proKLK7, EDANS-DABCYL substrate fluorescence; 100% is mature enzyme control, 0% vehicle;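 active means activation above the mean of all tested compounds plus 3 SD, computed per campaign excluding outliers beyond control limits, cut at about 13% in these data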
ARFGAP1 inh: inhibits rat ARF GTPase activating protein 1 | Q62848 | Arfgap1-stimulated ARF1 GTP hydrolysis, GDP FP detection | inhibition, % at 16.5 µM | 0.26% of 360,000 active | AID 651572;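 active means inhibition above a per-plate limit, mean inhibition of low control wells plus 3 SD, cut at about 25% in these data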;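 further: 0% = DMSO wells with enzyme and 100% = wells lacking Arfgap1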
Target sequence (Q62848 1-136 limits assumed): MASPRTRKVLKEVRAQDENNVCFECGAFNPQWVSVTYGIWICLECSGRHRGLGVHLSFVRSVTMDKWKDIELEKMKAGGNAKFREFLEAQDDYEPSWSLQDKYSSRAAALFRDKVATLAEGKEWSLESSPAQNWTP
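Material – truncated rat Arfgap1 GAP domain · Buffer or medium – HEPES-based buffer, pH 7.5 · Reagent – human ARF1(Δ1-17)-GTP substrate · Dosing – 16.5 µM single point, 1.26% DMSO · Schedule – GTP hydrolysis reaction 2 h at 25 °C · Technique – GDP detection by fluorescence polarization · Benchmarks – No-Arfgap1 wells (100%) versus DMSO full-reaction wells (0%) · Repeats – single replicate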
ADAM10 inh: inhibits human ADAM10; recombinant ADAM10, EDANS/DABCYL FRET peptide cleavage, 3 h; 0.62% of 370,000 active; inhibition, % at 7 µM; AID 720582; O14672;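 active means inhibition above a per-campaign cutoff equal to the mean of compounds falling between control-based bounds plus 3 SD, cut at about 20% in these data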;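 further: 0% = DMSO wells while the 100% control is not disclosed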
Tn6 DDE FP: disrupts Tn6 cyclic peptide binding to fibrin D-Dimer-E complex | Fibrin DD(E) TRITC-Tn6 fluorescence polarization displacement | P02675 | AID 720509 | 0.21% of 370,000 active | inhibition, % at 8.3 µM;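 active means inhibition above a per-campaign cutoff: mean of compounds within control limits plus 3 SD, cut at about 15% in these data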;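 further: 0% = median of all compound wells on the plate and 100% = blocking peptide control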
FXN GAA850 act: frataxin GAA850 promoter activation; 0.56% of 360,000 active; activation, % at 6 µM; HEK293 lucGAA850 FXN promoter luciferase reporter, 24 h; percent of 10 µM SAHA response; AID 540364;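 active means activation above the average of all compounds screened plus 3 SD, cutoff fixed separately per campaign, cut at about 7.5% in these data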;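 further: 0% = DMSO wells and 100% = 10 µM SAHA wells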
GC-A act: GC-A (human) enzyme activation; 0.14% of 370,000 active; activation, % at 10 µM; AID 1671463; HEK293 GC-A cells, cGMP TR-FRET, EC30 ANP; 0% at EC30 ANP, 100% saturating ANP; P16066; in the data active means activation above about 40%
rCAG RNA binder: molecules binding r(CAG) RNA repeats | inhibition, % at 3 µM | 1.3% of 370,000 active | r(CAG) RNA repeat, TO-PRO-1 dye displacement fluorescence;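 active means inhibition above the plate cutoff, the mean of all test compounds on that plate plus 3 SD, cut at about 35% in these data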;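 further: 0% = DMSO alone and 100% = 100 µM mitoxantrone as full dye displacement; higher means more dye released from RNA so lower well fluorescence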
sPLA2-III inh: Inhibits HGIII-sPLA2 liposome hydrolysis, primary screen; Q9NZ20; QFRET BODIPY PC-A2 liposome hydrolysis, fluorescence; inhibition, % at 12.2 µM; 0.56% of 370,000 active; AID 743126;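 active means inhibition above mean plus 3 SD of compounds lying within the high and low control bounds, cut at about 19% in these data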;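 further: 0% = median of test compound wells and 100% = no enzyme DMSO wells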
Target sequence (Q9NZ20 whole entry, looked up): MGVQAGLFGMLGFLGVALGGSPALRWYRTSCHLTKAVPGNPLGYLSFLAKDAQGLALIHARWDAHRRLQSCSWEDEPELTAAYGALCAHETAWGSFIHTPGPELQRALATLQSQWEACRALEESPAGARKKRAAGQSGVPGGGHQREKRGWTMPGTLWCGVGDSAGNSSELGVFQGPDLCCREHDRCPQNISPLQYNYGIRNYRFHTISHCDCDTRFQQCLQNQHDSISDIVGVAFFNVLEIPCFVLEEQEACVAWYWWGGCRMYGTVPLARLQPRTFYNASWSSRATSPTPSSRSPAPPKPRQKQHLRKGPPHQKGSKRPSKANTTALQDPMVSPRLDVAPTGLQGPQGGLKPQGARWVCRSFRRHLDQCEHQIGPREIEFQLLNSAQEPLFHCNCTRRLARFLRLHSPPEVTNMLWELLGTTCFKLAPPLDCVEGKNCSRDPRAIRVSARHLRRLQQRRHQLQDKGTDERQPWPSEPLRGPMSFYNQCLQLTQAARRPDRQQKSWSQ
NPR2 activator: GC-B (human) receptor activation; activation, % at 10 µM; AID 1920062; P20594; 0.11% of 370,000 active; HEK293-GC-B cells, CNP EC30, cGMP TR-FRET; 0% at EC30 CNP, 100% saturating CNP;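 active means activation at 10 µM reaching about 35% in either raw or pattern-adjusted values, limit read from the data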
Numbers without * were called inactive; i = inactive; . = no result given.

SMILES	ASAP1 GAP inh	proKLK7 act	ARFGAP1 inh	ADAM10 inh	Tn6 DDE FP	FXN GAA850 act	GC-A act	rCAG RNA binder	sPLA2-III inh	NPR2 activator
CCCn1c(=S)[nH]c2cc(C(=O)NCc3ccccc3OC)ccc2c1=O	8	0.0	3	-11	6	-0.8	20	3	6	26
COc1ccc(Cl)cc1NC(=O)CNc1ccccc1F	-1	0.3	9	5	5	-1.0	-12	-2	-3	-11
CCN=C1S/C(=C/c2cc(C)n(-c3ccc(Cl)cc3F)c2C)C(=O)N1CC	.	.	.	-11	-2	.	-16	.	2	-24
Cc1nnc(NC(=O)CSc2nnc3ncccn23)s1	10	-0.2	4	-5	-4	1.4	-2	1	2	4
CCOCC(=O)Nc1ccc([N+](=O)[O-])cc1OC	0	-0.1	-5	-1	-4	0.1	1	0	1	5
NC(=O)c1cc(Cl)ccc1OCC(=O)N1CCCc2ccccc21	3	0.2	0	2	-6	1.8	-9	-2	-7	-4
CCOC(=O)C1CCCN(C(=O)c2cc(S(=O)(=O)N3CCCCC3)c[nH]2)C1 (stereo not given)	6	0.6	-3	-4	0	-0.2	3	1	7	-1
COc1ccccc1OCc1cc(C(=O)N2CCCC(OCc3cccnc3)C2)no1 (stereo not given)	-1	-0.1	3	3	4	6.1	-1	-5	1	1
CC(=O)c1ccc2c(c1)c1ccccc1n2CC(C)C	9	-9.2	5	-139	5	0.1	-1	5	-5	-1
COc1ccc(Cl)cc1NC(=S)NCCCN1CCCC1=O	-12	-0.4	-18	-5	8	0.3	2	-1	4	-5
COc1ccc(NC(=O)CCNC(C)=O)cc1NS(=O)(=O)c1ccc(F)cc1	7	-0.1	-10	-15	-12	1.0	5	5	-1	-2
O=S(=O)(NCc1ccccc1)c1ccc(Cl)cc1	-3	-0.2	-6	0	2	1.4	0	-2	-11	-5
O=C(C1CCN(c2cncnc2)CC1)N1CCCC1	.	-0.3	.	-4	13	.	-4	2	5	-3
CCOc1ccccc1NC(=O)CNC(=O)CNC(=O)Cc1ccccc1	9	-0.1	1	-4	-6	0.5	-1	-3	5	-5
COCCNC(=O)/C(C#N)=C/c1c(N2CC(C)OC(C)C2)nc2ccccn2c1=O (stereo not given)	-9	7.0	-1	i	2	-3.3	0	-3	21*	2
O=C(CN1C(=O)CSc2ncccc21)NCCN1CCOCC1	3	-0.4	-2	-1	5	0.3	2	2	-6	-7
COC(=O)[C@]12C[C@H](CC(=O)NCc3cccs3)C(=O)N(CCc3ccc(OC)c(OC)c3)C1=C[C@H](C(C)(C)C)O[C@@H]2C	-18	-0.5	6	15	-5	.	1	1	-12	0
Cc1ccc(S(=O)(=O)N2CCN(C)CC2)c(C)c1	-12	-0.5	0	3	0	4.1	4	-2	4	5
CCc1ccc2[nH]c(C(=O)Nc3ccc(C)c(F)c3)cc2c1	8	-0.4	19	-92	-14	3.1	0	15	11	-4
CNC(=S)NNS(=O)(=O)c1ccc(OC)cc1OC	-3	-0.4	0	-8	10	-0.6	4	0	14	7
CCN1C(=O)[C@H]2[C@H]3CN=C(SCc4ccc(Cl)cc4)N3[C@@](CC)(C(=O)OC)[C@H]2C1=O	3	0.1	2	-4	-3	11*	1	0	-1	2
COC(=O)c1sc(-c2cccs2)cc1N	-15	-0.5	9	-67	-2	4.0	0	3	-2	1
COc1cc(C(=O)Oc2ccc(C(=S)N3CCOCC3)cc2)cc(OC)c1OC	-4	0.0	2	-1	-9	-0.4	-1	-3	2	-7
CC(=O)Nc1nc(-c2ccc([N+](=O)[O-])cc2)cs1	10	-0.1	-2	-11	3	-0.5	11	5	6	-6
Cc1ccc(/C=C/C(=O)OCC(=O)NC(C)C)o1	1	0.4	-17	-8	7	0.1	1	-3	-1	1
CCOc1ccc2[nH]cc(C(=O)NCc3ccc(F)cc3)c(=O)c2c1	0	0.5	-10	-9	-1	-0.8	2	0	-10	-2
COc1ccccc1NC(=O)CN(Cc1ccco1)C(=O)c1ccc(N2CCCC2=O)cc1	-7	-0.4	-14	-7	8	0.9	0	10	1	1
Cc1nn(C)c(C)c1NC(=O)CSc1nc(-c2ccccc2Cl)nc2c1cnn2-c1ccccc1	11	-0.7	10	1	-2	3.6	3	1	-21	0
CCOc1nc(NCCN2CCOCC2)nc(Nc2ccc(C)cc2)n1	18	0.8	2	-2	-1	1.9	9	-8	1	4
O=C(NC1CCCCC1)C1CC=CCC1C(=O)OCC(Cl)=C(Cl)Cl (stereo not given)	4	0.5	-2	-8	0	1.5	-7	-7	-4	-8
CCC1(c2ccc(F)cc2)NC(=O)N(CC(=O)N2CCN(S(=O)(=O)c3ccc(Cl)cc3)CC2)C1=O (stereo not given)	2	0.1	15	8	-2	0.3	-1	-6	-14	4
CCn1cc(CN(C)S(=O)(=O)c2cccc([N+](=O)[O-])c2)cn1	7	-0.3	4	0	1	1.1	1	-3	1	4
COCCNC(=O)C(c1ccc(C)o1)N(CCOC)C(=O)Cn1nnc2ccccc21 (stereo not given)	2	-0.2	-1	1	-7	-0.8	-1	-2	5	4
CN/C(=C/[N+](=O)[O-])NCCSCc1csc(CN(C)C)n1	-6	0.0	-1	-8	-3	1.4	7	0	4	-3
CC(C)n1cnnc1SCC(=O)NNC(=O)COc1ccc(Cl)cc1	1	0.2	-5	-5	-5	0.1	1	0	11	-1
COc1ccccc1NC(=O)N(C)C[C@H]1OCc2cn(nn2)CCCC(=O)N([C@@H](C)CO)C[C@@H]1C	10	0.2	4	-10	-1	0.0	3	0	4	6
O=C(CCNC(=O)C1CCN(S(=O)(=O)c2ccccc2)CC1)NCc1ccccc1Cl	-4	0.1	-8	-8	3	-0.3	1	-5	0	1
Cc1ccc(S(=O)(=O)N[C@H](C(=O)OCC(=O)NC(=O)c2cccn2C)C(C)C)cc1	7	-0.6	6	-8	-5	1.7	6	6	4	1
O=C(NNC(=O)C12CC3CC(CC(C3)C1)C2)c1csc(N2CCOCC2)n1	-3	0.5	15	-1	-4	2.5	7	1	-6	1
COCCn1c(N)c(NCc2ccccc2)c(=O)[nH]c1=O	5	0.9	1	-57	5	0.0	6	-10	-1	2

Whole records, looked up by structure. Screens in order: ASAP1 GAP inh, proKLK7 act, ARFGAP1 inh, ADAM10 inh, Tn6 DDE FP, FXN GAA850 act, GC-A act, rCAG RNA binder, sPLA2-III inh, NPR2 activator
CCN1C(=O)[C@H]2[C@H]3CN=C(SCc4ccc(Cl)cc4)N3[C@@](CC)(C(=O)OC)[C@H]2C1=O is entered as 3, 0.1, 2, -4, -3, 11*, 1, 0, -1, 2
CCOc1nc(NCCN2CCOCC2)nc(Nc2ccc(C)cc2)n1 is entered as 18, 0.8, 2, -2, -1, 1.9, 9, -8, 1, 4
CN/C(=C/[N+](=O)[O-])NCCSCc1csc(CN(C)C)n1 is entered as -6, 0.0, -1, -8, -3, 1.4, 7, 0, 4, -3

More results follow.
SMILES	ASAP1 GAP inh	proKLK7 act	ARFGAP1 inh	ADAM10 inh	Tn6 DDE FP	FXN GAA850 act	GC-A act	rCAG RNA binder	sPLA2-III inh	NPR2 activator
CCc1nnc(NC(=O)CSc2nnc(-c3ccccc3OC)n2-c2ccccc2)s1	1	-0.2	6	-10	6	-1.4	-3	-7	-13	0
C/C(=N\OC(=O)c1ccc(Cl)cc1)c1nccs1	2	-0.3	11	10	-2	-1.3	3	-3	4	0
COc1ccc(Cc2nc3ccc(C(=O)NCc4cc(C)no4)cc3o2)cc1	19	-1.8	8	-8	-3	3.8	0	-6	-2	4
c1cc(-c2cc3nc(NCC4CC4)ccn3n2)ccc1OCCN1CCOCC1	-6	1.2	2	-182	6	0.8	-2	5	-10	3
COc1ccc(NC(=O)Cn2nnc(-c3ccccc3F)n2)cc1	-8	0.5	6	-1	0	-0.6	6	0	-11	7
COc1ccccc1C(=O)OCCN1CCOCC1	-8	0.4	5	8	5	1.8	2	0	10	2
O=C(C1CCCCC1C(=O)N1CCCCC1)N1CCCCC1 (stereo not given)	-2	-0.4	1	-3	-2	-1.9	0	3	1	0
O=C(CN1C(=O)c2ccccc2C1=O)Nc1cc(C(=O)O)cc(C(=O)O)c1	-9	0.4	-13	-9	10	-1.4	2	3	-4	3
O=C(Nc1nnc(-c2ccco2)o1)c1ccc2ccccc2c1	3	0.8	4	-4	3	1.9	-2	3	3	-3
CCc1sc(C(=O)Nc2ccc3nc(C)sc3c2)cc1C	1	-3.4	2	3	-8	3.6	-3	4	-15	-1
Cc1ccccc1CS(=O)(=O)Cc1ccc(C(=O)Nc2ccccc2C)o1	.	-0.3	.	4	-1	.	-2	2	-4	5
CN(C)S(=O)(=O)c1cccc(NC(=O)CSc2nc3ccccc3[nH]2)c1	-2	0.7	15	0	-3	0.4	-1	-2	-15	2
O=C(CN1C(=O)NC(Cc2c[nH]c3ccccc23)C1=O)Nc1ccc(Br)cc1F (stereo not given)	-3	-0.3	0	9	6	-0.1	-2	4	-96	-2
N#Cc1ccc(C(S(=O)(=O)Cc2ccccc2)S(=O)(=O)Cc2ccccc2)cc1	5	-0.1	-3	-6	1	3.3	1	5	-12	5
CCN=C1NN=C(c2cc(C)n(CCc3ccccc3)c2C)CS1	-1	1.0	0	-28	-1	0.6	-6	11	2	1
CCCCNc1ccc2c(c1)C1CC2CCN1C(=O)OCc1ccccc1 (stereo not given)	2	-0.1	-1	-18	2	3.3	1	0	8	0
Cn1c(SCC(=O)NC2CCCC2)nc2c(c1=O)SCC2	28*	0.5	17	-14	-3	0.8	0	-3	10	-5
COc1ccc(S(=O)(=O)N(CCc2ccccc2)CC(=O)O)cc1	7	0.3	8	1	2	-5.1	3	2	2	-1
Cn1nc(-c2ccccc2)c(-c2nc(-c3ccccc3Cl)no2)c1Cl	-3	-0.2	-2	-3	-1	1.0	-6	-2	2	-9
Cc1ccc(S(=O)(=O)Nc2ccccc2/C=N/c2nc3ccccc3n2C(C)C)cc1	8	-5.3	6	-9	7	-0.8	-1	2	19	3
O=C(COC(=O)c1ccc2[nH]c3c(c2c1)CCCC3)Nc1ccc(Cl)cc1Cl	1	0.8	-6	-1	6	3.5	-1	1	-2	0
CCOC(=O)C1(Cc2ccc(Cl)cc2)CCN(C(=O)CCc2ccncc2)CC1	3	0.4	7	9	-4	1.9	-1	-9	-4	-2
COc1ccc(C2(CNC(=O)c3ccc(OC)c([N+](=O)[O-])c3)CCOCC2)cc1OC	-7	-0.5	-16	1	0	-1.1	1	-6	-1	-1
CCN(CC)CCCNC(=O)c1cc(-c2ccc3c(c2)OCO3)on1	11	0.3	-6	10	0	0.3	2	1	2	0
Cc1cc(C)cc(N(CC(=O)NC2CCC(C)CC2)S(=O)(=O)c2cccs2)c1 (stereo not given)	.	0.7	.	-1	-3	.	-10	3	3	-14
Cc1ccc(-c2cc(C(=O)N/N=C/c3ccc(F)cc3)n[nH]2)o1	10	0.2	15	1	-8	0.9	0	1	-5	3
O=C(Nc1ccccc1C(=O)O)c1cccc(NC(=O)c2ccccc2Br)c1	5	0.6	-16	9	-5	0.2	-2	48*	-11	-5
CCOCCCn1c(=O)c(NC(=O)c2ccc(OCC)cc2)c2n(c1=S)CCCCC2	7	0.2	-10	-11	4	-1.1	-2	-7	6	7

High-throughput results as filed in PubChem BioAssay.
